# Compound activity as filed in PubChem.
# NCI-60 one-dose screen, 48 h, at 10 µM unless noted. Numbers give growth in % (100 = growth as untreated, 0 = no growth, -100 = all killed).
# HL-60(TB) = HL-60(TB) leukemia cells. hit rate 9% among 78,000; active = growth percent below 10
# The depositor's hits bear a star; & = joins results of further samples. These rows are one share of the data; count on the stated rates, not on these rows.
SMILES	HL-60(TB)
COc1ccc(C=O)cc1Br	115.5
COc1ccc(/C=C2\C(=O)Nc3cc(Cl)ccc32)cc1OCc1ccccn1	88.2
C=CN1CCCC1=O	87.6&72.8
CSc1nccc(-c2c(-c3ccc(F)c(OCc4ccc(F)cc4)c3)nc3sccn23)n1	78.0
OC(Cc1ccc(Cl)cc1)c1ccccc1 (configuration not stated)	98.3
Cc1ccc(CNc2ncnc3c2cnn3C2CCCCO2)cc1 (configuration not stated)	84.4
CC(=O)N1C(=O)/C(=N\N=C\c2cccs2)c2cc(F)ccc21	102.4
Cc1ccc(S(=O)(=O)Nc2ccc(-c3cc(-c4cccc(C)c4)c(C#N)c(N)n3)cc2)cc1	69.9
NC(=O)N1c2ccccc2CC(=O)c2ccccc21	117.0
O=C(O)CSC(=S)SCC(=O)O	61.1
CCc1cccc2[nH]c3cc([N+](=O)[O-])ccc3c12	81.2
C=CCc1ccc(Oc2ccc([N+](=O)[O-])cc2[N+](=O)[O-])c(OC)c1	77.0
Nc1ncnc2c1ncn2[C@@H]1O[C@H](CO)[C@@H](O)[C@@H]1O	108.1
CSc1nc(C)cc(SC(=N)N)n1	97.6
O=C(NCCBr)OCc1ccccc1	95.1
O=C(Nc1ccc(Cl)c(C(F)(F)F)c1)N1CCN(c2cc(-c3cn(-c4ccccc4)nc3-c3cccc(O)c3)ccn2)CC1	-34.3*
Cc1c/c(=N\NC(=O)Nc2ccc(F)c(Cl)c2)oc2cc(O)ccc12	97.1
CCNC(=O)Oc1ccc(/C(=C(\C)c2ccccc2)c2ccc(OCCN3CCCCC3)cc2)cc1	45.5
O=Nc1c2cccnc2n2nnc3ccc(Cl)cc3c12	-48.7*
Cc1ccc(CN(Cc2ccc(-c3ccccc3S(C)=NC#N)cc2)C(=O)c2ccccc2Cl)cc1 (configuration not stated)	90.3
CS(=O)(=O)c1ccc([C@@H](O)[C@@H](CO)NC(=O)C(Cl)Cl)cc1	103.4
CCCC1OC(c2ccc(OC)cc2)OCC1CC (configuration not stated)	99.8
NS(=O)(=O)c1ccc(-c2cc(-c3nnc(SC/C(=N/O)c4ccccc4)n3-c3ccccc3)c3ccccc3n2)cc1	74.0
O=C1Nc2ccccc2C2c3cccn3-c3ccccc3CN12 (configuration not stated)	44.6
Cc1ccccc1OCC1COCN(C(C)(C)CO)CO1 (configuration not stated)	88.1
O=C1/C(=C/c2cc3cc4c(cc3nc2Cl)OCCO4)SC(=S)N1Cc1ccco1	127.7
O=C(c1ccccc1)N(c1ccccc1)c1ccccc1O	98.5
CC1(C)N=C(N)N=C(N)N1c1cccc(CN)c1	86.8
O=c1c2cc(F)cc(Cl)c2sc2c(NCc3ccccc3)nc3ccccc3c12	100.2
CN(C)C1CCC(NC2=CC(=O)C(NC3CCC(N(C)C)CC3)=CC2=O)CC1 (configuration not stated)	107.8
O=CNc1ccc2c(c1)C(=O)c1ccccc1-2	77.1
Cc1ccc(Cl)cc1Nc1nc(C(F)(F)F)ccc1C(=O)N/N=C/c1cccnc1	3.4*
O=CNC1c2ccccc2CCc2ccccc21	113.5&101.9
Oc1ccc(CN2CCOCC2)c(O)c1O	103.5
COc1ccc(C(=O)c2sc3nc(-c4ccncc4)ccc3c2N)cc1OC	75.6
Cc1ccc(-n2nc(C(=O)NCCC(=O)O)nc2-c2ccccc2)cc1	109.1
CC(C)CCC[C@@H](C)[C@H]1CC[C@H]2[C@@H]3C/C(=N\O)C4=C[C@@H](O)CC[C@]4(C)[C@H]3CC[C@]12C	91.7
N#Cc1c(N)cc(N)n(-c2nc3ccccc3[nH]c2=O)c1=O	97.7
O=S(=O)(O)CCCS(=O)(=O)O	102.3
O=c1c2c3c(sc2nc(N/N=C/c2ccc(Br)cc2)n1Cc1ccccc1)CCCC3	71.2
COc1ccc(C2(C)C(C#N)C(=O)NC(=O)C2C#N)cc1 (configuration not stated)	98.2
Cc1ccc(S(=O)(=O)/N=C2\NNC(C)(c3ccccc3O)N2C(Cc2c[nH]c3ccccc23)C(=O)O)cc1 (configuration not stated)	84.7
Oc1nc(Nc2ccccc2C(F)(F)F)sc1C=Nc1ccccc1C(F)(F)F	99.7
CN(O)c1nc(N(C)O)nc(N2CCOCC2)n1	21.5
COc1cc2c(Nc3ccc(S(N)(=O)=O)cc3)cccc2c(OC)c1OC	68.7
COc1ccccc1NC(=O)Nc1cc(C(C)C)ccc1C	110.3
Cn1c(=O)c2c(nc(N/N=C/c3cccc(Br)c3)n2C)n(C)c1=O	131.8
C=NNc1ccccc1	117.1
Cc1cccc(C)c1NC(=O)CSC(=S)N1CCCCC1	73.2
COc1ccc(OC)c(-c2nc(SCC(=O)c3ccc(Br)cc3)nc(Nc3cccc(S(N)(=O)=O)c3)c2C#N)c1	89.7

# Carrying on:
SMILES	HL-60(TB)
COC(=O)[C@]12CCC(C)(C)C[C@H]1[C@H]1C(=O)C[C@@H]3[C@@]4(C)CC[C@H](O)C(C)(C)[C@@H]4CC[C@@]3(C)[C@]1(C)CC2	109.0
CC(O)CC(C)(C)N (configuration not stated)	56.2
COc1ccc(NC(=O)Nc2nc3ccc([N+](=O)[O-])cc3s2)cc1	2.1*
O=[N+]([O-])c1ccc(-c2cc3c(NCCc4ccccc4)ncnc3s2)cc1	89.4
O=C(O)CCCCC1SCC2NC(=O)NC21 (configuration not stated)	104.3&89.5
NC(CO)C(=O)NNCc1ccc(O)c(O)c1O (configuration not stated)	98.0
CC1SC(c2ccc(Cl)cc2)N(CCc2cccs2)C1=O (configuration not stated)	-3.9*
CC(=O)Nc1cccc(Nc2nc(N[C@H]3CCCc4ccccc43)c3ccccc3n2)c1	90.6
O=C(Nc1ccc(C(F)(F)F)cc1)Nc1nccnc1OCc1ccc(Cl)cc1	98.6
CCCCCCCn1cc2c(N[C@H](C)c3ccccc3)ncnc2n1	117.1
N#CC1=C(N)Oc2cc3ccccc3cc2C1c1cc(=O)oc2ccc(Cl)cc12 (configuration not stated)	83.2
CC(=O)OCC(=O)C1(O)CCC2C3CCC4C(OC(C)=O)C(=O)CCC4(C)C3C(=O)CC21C (configuration not stated)	91.7
Nc1ccccc1-c1ccccc1N	98.3
CC(C)CC(NCc1ccccc1)C(=O)O (configuration not stated)	95.6
COc1cccc(/C=C2/SC(=S)N(Cc3ccco3)C2=O)c1OC	94.2
NS(=O)(=O)c1ccc(NC(=O)/C(=C\c2ccc(Cl)cc2Cl)NC(=O)c2ccccc2)cc1	84.8
N#Cc1ccc2nc[nH]c2c1	100.8
ICC1COC(CI)CO1 (configuration not stated)	101.8
O=C(O)C1C2CCC1C(O)C2 (configuration not stated)	96.0&94.6
O=C(C(=O)c1cccnc1)c1cccnc1	103.5
CCOC(=O)c1ccc(Nc2nc(-c3ccc(NC(C)=O)cc3)cs2)cc1O	72.8
COC1C/C(=N\OC(C)=O)C2OC(c3ccccc3)OCC2O1 (configuration not stated)	97.0
CCOC(=O)c1sc(N)nc1-c1ccccc1	98.3
CS(=O)c1nc2ncc([N+](=O)[O-])c(=O)n2[nH]1 (configuration not stated)	92.9
CCCSc1ccc(NC(=S)Nc2ccc(OCCC(C)C)cc2)cc1	29.5
Cn1c(=O)c2c(c3ccccc31)OC(N)=C(C#N)C21C(=O)c2ccccc2C1=O	98.1
CC1=CCC(OC(=O)C(C)(O)CCC(O)(C(=O)OC2(C(C)C)CCC3(C)C(C2)[O+]3c2ccc(C(C)C)cc2)C(C)C)(C(C)C)CC1 (configuration not stated)	115.7
COc1ccc(/C=C/C(=O)c2c(OC)cc(OC)c(OC)c2O)cc1	71.5
CCCCN1CC(Br)C(=O)NC1=O (configuration not stated)	94.0&106.8
COc1ccc(/C=C/C(=O)c2ccc(NC(=O)CSc3nc(-c4cc(OC)c(OC)c(OC)c4)c(C#N)c(=O)[nH]3)cc2)cc1OC	71.8

# Next results follow.
SMILES | HL-60(TB)
Clc1ccc(Cn2cc(-c3nc4ccc(Br)nc4n3Cc3ccc(Cl)cc3)c3cccnc32)cc1 | 94.1
N=c1nc2n3c(nnnc3n1)NN2 | 94.1
Nc1ccc2c(c1)N=[N+]([O-])c1cc(N)ccc1C2 | 94.7
N#Cc1ccc2[nH]c3c(c2c1)CCCC3 | 110.5
COC(=O)C1(CC(=O)c2ccc(Cl)cc2)NC(=S)NC(=O)C1C#N (configuration not stated) | 108.5
CCNC(=O)NNC(=O)c1ccncc1 | 89.1
N#CC(C(N)=O)c1ccccc1 (configuration not stated) | 74.6
CCOC(=O)C1=C(c2ccccc2)N=C2SC=C(c3cccc([N+](=O)[O-])c3)N2C1c1ccc(O)cc1 (configuration not stated) | 106.8
N=C(N)c1ccc(-c2ccc(-c3ccc4ccccc4c3)s2)cc1 | 86.7
COc1cc(Cl)cc(-c2nn(-c3cccc(NC(=O)Nc4ccc(Cl)c(C(F)(F)F)c4)c3)cc2-c2ccncc2)c1 | -9.6*
Cc1c2ccccc2nc2cc3c(cc12)[C@H]1CC[C@]2(C)C(=O)CC[C@H]2[C@@H]1CC3 | 97.1
O=C(CS(=O)(=O)c1ccccc1)c1cc2ccccc2o1 | 118.3&99.5
OCc1cnccc1NCCCCOc1ccccc1 | 88.9
N#Cc1c(-c2ccco2)[nH]c(=S)n(N=O)c1=O | 130.4
CS(=O)(=O)NNC(=O)c1ccc(-n2nc(-c3ccccc3)c3ccccc32)cc1 | 90.3
C[C@]12CCc3sc(NCc4ccccc4)nc3C1=CC[C@@H]1[C@@H]2CC[C@]2(C)C(=O)CC[C@@H]12 | 100.5
Cc1ncccc1C(=O)Nc1ccc(-n2cnc3ccccc32)cc1 | 93.5
C=CCOc1cccc(NC(=O)C[N+](CCC)(CCC)Cc2ccc(Cl)cc2)c1 | 69.5
NNC(=O)COc1ccccc1 | 110.2
CC(=O)N(CC(=O)N(CC(=O)O)c1ccc(Cl)cc1)c1ccc(Cl)cc1 | 119.2
CN(CCNCc1ccccn1)CCNCc1ccccn1 | 6.0*
NC(C(=O)O)c1ccc([N+](=O)[O-])cc1 (configuration not stated) | 95.8
N#Cc1c(NC(=O)c2ccc(Br)cc2)sc2c1CCCC2 | 14.1
O=c1[nH]c(=O)c2cc(Cl)cc(Cl)c2[nH]1 | 100.4
COc1cccc(C(=O)Nc2cccc(NC(=O)c3ccccn3)c2)c1 | 87.8
CN(C)c1ccc(C2CC(c3ccccc3)=NN2/C=C2\SC(=O)NC2=O)cc1 (configuration not stated) | 84.7
CCC(=O)NNc1nccc(Nc2ccc(S(=O)(=O)Nc3ccncc3)cc2)n1 | 172.8
COC(=O)c1nc(-c2cccc(Cl)c2)nc2ccccc12 | 98.1
c1ccc(-c2nc(-c3ccc4[nH]ncc4c3)[nH]c2-c2ccccc2)cc1 | 100.4
c1cn2ccnc2c(-c2ccc3ncn(C4CCCCC4)c3c2)n1 | 88.9
NS(=O)(=O)c1ccc(Nc2nc(SCc3ccccc3)nc3ccccc23)cc1 | 60.5
C[C@H]1[C@H]2C3=CC[C@@H]4[C@@]5(C)CCC(=O)NC(C)(C)[C@@H]5CC[C@@]4(C)[C@]3(C)CC[C@@]2(C(N)=O)CC[C@@H]1C | 98.7
Cc1nn(-c2ccccc2)c(N2CCOCC2)c1/C=N/N=c1\sc2ccccc2n1C | 67.2
CC1=C(C(=O)OCc2ccccc2)C(c2ccc3ccccc3c2)n2c(nc3ccccc32)N1 (configuration not stated) | 78.2
CCn1c(Sc2nnc(NC(=O)CCCl)s2)nc2c1c(=O)n(C)c(=O)n2C | 109.6
CCN(CC)CCNC(=O)Nc1cccc2ccccc12 | 73.3
Nc1nc2ccc3[nH]ncc3c2c2c1CCCC2 | -23.4*
Nc1ccc(C(=O)Nc2ccc3c(O)cc(S(=O)(=O)O)cc3c2)cc1 | 102.8
CCCCCN1C(=O)/C(=c2\sc3n(c2=O)NC2C(N=3)N(CC)C(=O)N2CC)c2ccccc21 (configuration not stated) | 95.1
O=C1c2ccccc2-c2ccccc2C1(Cl)Cl | -39.6*
O=C(Nc1ccc(Cl)cc1[N+](=O)[O-])C(=O)Nc1ccc(Cl)cc1[N+](=O)[O-] | 108.4
O=C(c1ccc(Cl)cc1Cl)C(Cl)Cl | 52.1
Cc1cc(C)n(-c2cn3c(-c4ccc(Cl)cc4)csc3n2)n1 | 90.2
O=C1N=c2ccc(Cl)cc2=C1c1sc(=Nc2ccccc2)n(Cc2nc3ccccc3[nH]2)c1O | 102.8
CN(C)c1ccc(C(=O)c2ccc(N(C)C)c(N)c2)cc1N | 7.4*
O=C(/C=C/c1cccs1)Nc1ncc(Cc2ccc(Cl)c(Cl)c2)s1 | 14.0
COc1cccc(C2CC(=O)Nc3c(-c4cccc(F)c4)nsc32)c1 (configuration not stated) | 73.7
Clc1ccc(/C=N/N=C/c2ccc(Cl)cc2)cc1 | 106.0
O=C(CCCCC(=O)Nc1ccc2c(c1)/C(=C/c1ccc[nH]1)C(=O)N2)NO | 107.2
Cc1ccc2sc3c(NCc4ccccc4)nc4ccccc4c3c(=O)c2c1 | 85.8
CC1=NN2C(=NC3=C(CCC/C3=C\c3ccc(Cl)cc3)C2c2ccc(Cl)cc2)S1 (configuration not stated) | 63.2
